Compound activity from PubChem.
RmlCD inh 1536 – M. tuberculosis RmlC/RmlD inhibition | AID 1533 | 160,000 compounds, 0.03% hits | inhibition, % at 3.6 µM | RmlC+RmlD coupled enzyme assay, percent inhibition; primary screen in compound mixtures | P9WH09+P9WH11; in the data active means inhibition mostly above about 34%, no sharp cut-off; inconclusive means no clear call, values can overlap the other calls; inactive means mostly below about 22%; further: some results filed as inactive read as strong as hits
Target sequence (P9WH09 whole entry, looked up): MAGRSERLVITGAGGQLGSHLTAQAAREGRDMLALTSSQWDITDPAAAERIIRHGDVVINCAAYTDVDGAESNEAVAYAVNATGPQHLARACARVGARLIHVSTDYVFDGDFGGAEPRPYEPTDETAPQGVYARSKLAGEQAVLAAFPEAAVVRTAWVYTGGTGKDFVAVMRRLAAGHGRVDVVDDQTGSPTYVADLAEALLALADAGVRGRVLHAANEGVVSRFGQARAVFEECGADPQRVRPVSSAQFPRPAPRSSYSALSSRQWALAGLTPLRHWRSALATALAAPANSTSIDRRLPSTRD
Target sequence (P9WH11 whole entry, looked up): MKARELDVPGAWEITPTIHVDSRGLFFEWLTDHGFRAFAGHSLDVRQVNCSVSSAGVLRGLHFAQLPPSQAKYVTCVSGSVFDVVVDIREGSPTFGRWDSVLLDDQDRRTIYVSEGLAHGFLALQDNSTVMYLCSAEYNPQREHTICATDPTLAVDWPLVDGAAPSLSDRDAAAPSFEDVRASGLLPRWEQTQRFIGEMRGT
GlmU inhibition – inhibition of mycobacterial GlmU enzyme – biochemical, glucosamine-1-phosphate acetyltransferase (AID 1376) | one-dose inhibition, %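 (tested at 30 µM in the primary screen)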; IC50 in µM for titrated hits | 220,000 compounds, 0.25% hits | M. tuberculosis GlmU acetyltransferase enzyme assay; higher % means a stronger effect; in the data active means inhibition above about 13%; inconclusive means no clear call, values can overlap the other calls;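 further: 0% = complete reaction with vehicle and 100% = reaction without substrate; strong numbers were not always called active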
Starred values were filed as active, the others as inactive; ? = inconclusive; / = no result given. Some of the compounds tested; count on the stated rates, not on these rows.

Each structure is followed by: RmlCD inh 1536, GlmU inhibition
- COc1cccc(CC2(CO)CCN(CC3=CC[C@H]4C[C@@H]3C4(C)C)CC2)c1
  5, 0.2%
- Cc1cc(NC(=O)CCC(=O)N(Cc2ccco2)C2(C(=O)NC3CCCCC3)CCN(C)CC2)no1
  -1, -1.6%
- O=C(COC(=O)c1ccc2c(c1)OCO2)NCc1ccc(Cl)cc1
  /, 9.8%
- COc1cc(OC)c(OC)cc1CNCCSc1nnnn1C
  45, 2.4%
- CCOc1ccccc1NC(=O)CSc1nnc2c(CC)c(C)nc(N)n12
  /, -1.9%
- Cc1cc(C)c(C2=CSC3=NS(=O)(=O)CCN23)c(C)c1
  -13, -0.3%
- CCN(CC)CCC(c1ccc(N(C)C)cc1)c1c(OC)cc(OC)c2c(-c3ccccc3)cc(=O)oc12 (configuration not stated)
  /, -11%
- COC(=O)c1sccc1NC(=O)CC1C(=O)NCCN1C(=O)c1ccc(F)cc1 (configuration not stated)
  -7, 3.1%
- CC(Oc1ccccc1Cl)C(=O)N(Cc1ccco1)C1CCS(=O)(=O)C1 (configuration not stated)
  /, 0.2%
- COCCCNC(=S)NNC(=S)Nc1cccc(Cl)c1
  -4, -1.2%
- COc1ccc(Oc2nc3c(c(=O)n(C)c(=O)n3C)n2Cc2cccc(OC)c2)cc1
  3, -5.0%
- CC(=O)c1c(C)[nH]c(C(=O)CSc2nnc(-c3ccco3)o2)c1C
  7, -3.0%
- CC1(C)CNc2cc([N+](=O)[O-])ccc2S1
  6, 1.2%
- CCC1=C2CC[C@H]3C(=O)N(C)C(=O)[C@H]3[C@H]2[C@@]2(Cc3ccccc3)C(=NCC(=O)OC)OC(=O)N2C1=O
  /, 1.7%
- CSc1nc(-c2ccccc2)nc(N)c1C(C)=O
  9, /
- COc1ccc(C(=O)N/C(=C/c2cccs2)C(=O)NCCCn2ccnc2)cc1OC
  -4, 2.0%
- Cc1ccc(NS(=O)(=O)c2ccc(C(=O)N3CCCN(C)CC3)cc2)cc1
  -16, ?
- Cn1cc([N+](=O)[O-])c(C(=O)NCc2cc3ccccc3[nH]2)n1
  /, -1.1%
- Cc1nn2c(-c3ccncc3)ccnc2c1Cl
  -5, 7.7%
- CC(=O)c1c(C)[nH]c(C(=O)NCCc2ccc(Cl)cc2)c1C
  -7, 6.9%
- OCCCCNCc1ccc(OCc2ccc(Cl)cc2Cl)cc1
  -1, -17%
- Cc1nn(-c2ccccc2)c(C)c1/C=N/NC(=O)c1cnccn1
  6, -0.4%
- Cc1ccc(C)c(NC(=O)CCN2CC(C)OC(C)C2)c1 (configuration not stated)
  14, -2.4%
- O=C(CSCc1ccccc1)N/N=C/c1cc2c(cc1Br)OCO2
  /, 3.2%
- COC(=O)CN1C(=O)Nc2ccc(Br)cc2C1c1ccccc1Cl (configuration not stated)
  /, -0.6%
- COC(C[C@H](O)[C@@H](C)[C@@H](O)COCc1ccccc1)OC
  /, -1.9%
- O=C(Cn1c(=O)oc2cc(S(=O)(=O)N3CCc4ccccc43)ccc21)NC1CCCC1
  -8, -0.4%
- COc1ccc(N2CCN(c3ccc(N)cc3C#N)CC2)cc1
  12, -1.6%
- CCOC(=O)C1CCN(S(=O)(=O)c2c(C)n[nH]c2C)CC1
  1, -0.9%
- Cc1onc(-c2ccccc2)c1C(=O)Nc1ccc2c(C)cc(=O)oc2c1
  /, -5.7%
- Cc1ccc(S(=O)(=O)N2CCC(=O)N(C(COCc3cccc(C)c3)C(C)C)CC2)cc1 (configuration not stated)
  /, -6.6%
- O=C(NCc1nnc(SC/C=C/c2ccccc2)o1)c1ccco1
  -3, 5.7%
- Cc1ccccc1NC(=O)Nc1ccccc1C(=O)NCc1ccccc1
  /, -0.3%
- Nc1cccc2nc3ccccc3cc12
  55, -3.8%
- Cc1ccc(C(=O)n2nc(-n3cccc3)c3c(C)cc(C)nc32)cc1
  -11, -6.9%
- CN(C)/C=C(/C(=O)c1ccc(Cl)cc1)S(=O)(=O)c1ccccc1
  -3, 0.4%
- COc1ccc(NC(=O)CCCc2c[nH]c3ccccc23)cc1OC
  /, -2.5%
- O=C1NCCN1Cc1ccccc1F
  /, 2.1%
- CC[n+]1c(-c2ccc(C)cc2)csc1Nc1c(C)n(C)n(-c2ccccc2)c1=O
  -10, -0.2%
- OCCn1c(SC2CCCCC2)nc2ccccc21
  17, 6.9%
- Cc1cc(NC(=O)c2ccc([N+](=O)[O-])cc2)n(C)n1
  -8, 2.5%
- COc1ccc(CCNC(=O)Cn2c(=O)cnc3ccccc32)cc1
  /, -1.6%
- CCOC(=O)c1c(CSc2nc(C)cc(C)c2C#N)n(C)c2cc(Br)c(OC(C)=O)cc12
  /, 2.1%
- CN(C)S(=O)(=O)c1ccc(NC(=O)c2ccc([N+](=O)[O-])cc2)cc1
  10, -5.6%
- CCOC(=O)c1c(NC(=O)CN2C(=O)NC3(CCC(C)CC3)C2=O)sc(C)c1-c1ccc(C)cc1 (configuration not stated)
  -10, 0.8%
- CC1CCN(S(=O)(=O)c2ccc3nc(-c4ccccn4)cc(C(=O)NCCN(C)Cc4ccccc4)c3c2)CC1
  94, -8.1%
- Cc1ccc(NC(=S)N(CCCN2CCCC2)Cc2cccn2Cc2ccc(Cl)cc2)cc1
  -12, -2.1%
- CC(C(=O)N1CCOCCOCCOCCOCCOCC1)N1C(=O)c2ccccc2C1=O (configuration not stated)
  6, -1.4%
- O=C(CSC1CC(=O)N(c2ccc(C(=O)O)cc2)C1=O)Nc1ccc(Cl)cc1 (configuration not stated)
  6, -1.3%
- O=C(Oc1ccc2c(c1)OCO2)c1ccncc1
  /, 9.8%
- CC(C)(CO)Nc1nc(Nc2ccccc2)nc(Nc2ccccc2)n1
  /, -2.8%
- Cc1cccc(C(=O)N[C@H](C(=O)Nc2nccs2)C(C)C)c1
  1, -1.9%
- COC(=O)C(C)Sc1ccc2nnc(CCNS(=O)(=O)c3ccc(C)cc3)n2n1 (configuration not stated)
  /, -4.0%
- CC(O)[C@H]1CN=C(N)N1CC(C)(C)C (some centres not stated)
  /, 0.0%
- COc1ccc(-c2nnc(NC(=O)CSc3ccc(Cl)cc3)s2)cc1OC
  5, -4.6%
- Nc1nc(SCC(=O)Nc2ccccc2Sc2ccc(Cl)cc2)n[nH]1
  3, -2.9%
- COC(=O)C1=C2SC(C)C(=O)N2C(N)=C(C#N)C1c1cc(OC)c(OC)c(OC)c1 (configuration not stated)
  -10, 3.4%
- Cc1ccc(C(=O)OCC(=O)NCc2ccco2)s1
  -37, 1.0%
- COc1cc(CN2CCCC(CCC(=O)NCc3ccc(C)o3)C2)cc2c1OCO2 (configuration not stated)
  1, 1.7%
- Cc1ccc(C2CC(=O)C(C=NCCN3CCN(C(=S)Nc4ccccc4)CC3)=C(O)C2)cc1 (configuration not stated)
  13, 2.8%

The listing continues:
Each structure is followed by: RmlCD inh 1536, GlmU inhibition
- CCc1nnc(NC(=O)CSc2nnc(-c3ccoc3C)n2-c2cccc(C)c2)s1
  /, -0.6%
- COC(=O)c1cc2c(cc1NC(=O)CSCCc1ccccn1)OCO2
  5, -4.4%
- Nc1nc2ccc(C(=O)Nc3ccccc3)cc2s1
  -3, -3.7%
- COc1ccc(C=O)cc1COc1ccccc1F
  4, -0.5%
- COC1CCCCC1NS(=O)(=O)c1ccc(Cl)cc1 (configuration not stated)
  14, -5.2%
- CCOc1ccccc1NC(=O)c1ccc(S(=O)(=O)N2CCOCC2)cc1
  /, -2.8%
- O=Cc1c[nH]c2ccc(S(=O)(=O)N3CCOCC3)cc12
  /, -0.3%
- O=S(=O)(c1ccc(Cl)s1)N1CCN(C/C=C/c2ccccc2)CC1
  /, -1.2%
- O=C(COc1ccccc1)Nc1ccc(Cl)c(-c2nc3ncccc3o2)c1
  0, -2.8%
- O=C(NCN1CCN(CCO)CC1)c1cnccn1
  /, -1.1%
- Cc1ccc(S(=O)(=O)N2CCC(=O)N(C(COCc3cccc(C)c3)Cc3ccccc3)CC2)cc1 (configuration not stated)
  /, -3.2%
- CN(C)C(=O)N1CCN(C(=O)N2CCOCC2)CC1
  /, 0.4%
- O=C(CCCN1C(=O)/C(=C/c2ccccc2Cl)SC1=S)NNC(=O)c1ccccc1
  /, 1.1%
- O=S(=O)(c1ccc(Br)s1)N1CCN(c2ccnc3cc(Cl)ccc23)CC1
  19, 5.8%
- CC(C)COC(=O)c1ccc(N2C(=O)c3ccccc3C2=O)cc1
  -14, -3.4%
- CCOc1ccc(C(=O)Nc2ccc(N3CCN(S(C)(=O)=O)CC3)cc2)cc1[N+](=O)[O-]
  -5, -2.4%
- CCOCC(=O)Nc1cccc(SC)c1
  36, 1.8%
- COC(=O)C1C/C(=N\NS(=O)(=O)c2ccc(C)cc2)c2ccsc2C1 (configuration not stated)
  -4, 8.3%
- Cc1nc2c(-c3ccc(F)cc3)c(C)nn2c(C)c1CCC(=O)N1CCN(c2ccccc2)CC1
  7, 7.1%
- C/C=N/NC(=O)CCCC(=O)N/N=C/C
  -12, 2.4%

Single records, from the list above. Screens in order: RmlCD inh 1536, GlmU inhibition
CC(C)COC(=O)c1ccc(N2C(=O)c3ccccc3C2=O)cc1 across the screens: -14, -3.4%
COC1CCCCC1NS(=O)(=O)c1ccc(Cl)cc1 (configuration not stated) across the screens: 14, -5.2%
COC(=O)C1C/C(=N\NS(=O)(=O)c2ccc(C)cc2)c2ccsc2C1 (configuration not stated) across the screens: -4, 8.3%
Cc1nc2c(-c3ccc(F)cc3)c(C)nn2c(C)c1CCC(=O)N1CCN(c2ccccc2)CC1 across the screens: 7, 7.1%
Cc1ccc(S(=O)(=O)N2CCC(=O)N(C(COCc3cccc(C)c3)Cc3ccccc3)CC2)cc1 (configuration not stated) across the screens: /, -3.2%

Following part:
Each structure is followed by: RmlCD inh 1536, GlmU inhibition
- O=C(NCc1cccnc1)/C(=C/c1ccc(-c2cccc(Cl)c2)o1)S(=O)(=O)c1ccccc1
  7, -7.3%
- N#Cc1cc([N+](=O)[O-])ccc1NC(=O)COC(=O)CC1CCCC1
  8, 0.7%
- COCC1CCN(C(=O)CCc2nnc(CCCCc3ccccc3)o2)CC1
  -9, 1.2%
- Cc1c(N=Nc2c(-c3ccc([N+](=O)[O-])cc3)[nH]n(C(N)=S)c2=O)cccc1[N+](=O)[O-]
  6, 14%*
- CC(=O)c1c(O)cc(C)n(Cc2ccccc2)c1=O
  /, 8.4%
- Cc1ccccc1Cn1cc(NC(=O)c2cc(C3CC3)on2)cn1
  /, 8.4%
- COc1ccc(CCNC(=O)c2nnn(-c3ccccc3OC)c2N)cc1OC
  /, 3.6%
- Cc1cc(C)c2nc(C(F)(F)F)nc(N3CCN(C(=O)c4ccco4)CC3)c2c1
  19, -0.4%
- O=C(Nc1cccc(O)c1)c1ccc(Br)c(S(=O)(=O)N2CCCCC2)c1
  7, 2.5%
- CC1CN=C(NCCc2ccccc2)S1 (configuration not stated)
  -12, -6.0%
- COc1cc(C(=O)N2CCN(c3ccccc3OC)CC2)c([N+](=O)[O-])cc1OC
  /, 0.6%
- c1cncc(-c2nc3ccccc3o2)c1
  -3, 5.8%
- Cc1nn(C)c(C)c1CN(C)C(=O)C1c2ccccc2Oc2ccccc21
  /, 4.7%
- N#CCC(=O)Nc1ccc(C(=O)Nc2cccnc2)cc1
  -2, /
- Oc1ccc2oc3c(c2c1/C=N/n1cnnc1)CCCC3
  10, -3.7%
- Cc1cccc(N2C(=O)/C(=C/c3ccccn3)SC2=S)c1
  -5, 5.5%
- Cc1cc(C)nc(SCC(=O)Nc2ncc3c(n2)CC(C)(C)CC3=O)n1
  -8, -0.6%
- COc1cc(C(=O)Nc2ccc([N+](=O)[O-])cn2)cc(OC)c1OC
  -13, -0.1%
- CNC(=S)N1CCc2cc(OC)c(OC)cc2C1COc1ccc(F)cc1 (configuration not stated)
  /, -2.3%
- CCCCCc1nc2c(c(=O)c3ccccc3n2C)c(=O)n1Cc1ccc(OC)cc1
  3, 2.4%
- COc1cc(-c2nn3c(-c4ccccn4)nnc3s2)cc(OC)c1OC
  /, 0.2%
- CCC1(C(=O)c2ccccc2)C(c2cccc([N+](=O)[O-])c2)C1(C(=O)OC)C(=O)OC (configuration not stated)
  -7, 6.9%
- O=c1c2cc3c(cc2[nH]c(=S)n1C1CCN(Cc2ccccc2)CC1)OCO3
  8, 3.4%
- Cc1ccc(-c2ccc(C(=O)O)c(C)n2)cc1
  /, 2.6%
- CCOC(=O)Cc1csc(SCC(=O)Nc2cccc(Cl)c2)n1
  -1, -1.5%
- CC(NC(=O)COC(=O)c1cc(Cl)nc(Cl)c1)c1ccccc1 (configuration not stated)
  1, -5.2%
- Cc1cc(C)cc(N(C(=O)Cc2cccs2)C(C(=O)NC2CCCC2)c2ccc(C)o2)c1 (configuration not stated)
  /, 0.8%
- COc1ccc(N(CC(=O)NCc2ccc(Cl)cc2)S(=O)(=O)c2ccccc2[N+](=O)[O-])c(OC)c1
  -3, 3.6%
- CC(Sc1nc2ccccc2n1C)C(=O)NC(c1ccccc1)c1ccccc1 (configuration not stated)
  /, -2.4%
- COc1cccc(OCCCN2CCCCCC2)c1
  2, -5.2%
- O=C(c1ccccn1)N(Cc1ccco1)C1(C(=O)NC2CCCC2)CCCCC1
  -4, 19%

Some values from the results shown.
RmlCD inh 1536, O=c1c2cc3c(cc2[nH]c(=S)n1C1CCN(Cc2ccccc2)CC1)OCO3 reads 8
RmlCD inh 1536, COc1cccc(OCCCN2CCCCCC2)c1 reads 2
